Screens deposited in PubChem by several laboratories.
M17LAP inhibition: P. falciparum M17LAP inhibitors, primary screen, biochemical, fluorogenic H-Leu-NHMec substrate, 1536-well (AID 1619). inhibition, % at 30 µM; hits with a dose series show IC50 in µM. 220,000 compounds, 0.38% hits. recombinant M17LAP, H-Leu-NHMec fluorogenic kinetic assay; higher % means a stronger effect;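 active = compound inhibiting the enzyme by more than half at any dose during confirmatory dose-response retesting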;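 also: plate controls were full reaction with DMSO carrier for no effect and no enzyme background for full effect; strong numbers were not always called active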
K1F lysis inhibition: protection from phage-mediated lysis, alamar blue read-out – E. coli UTI89, K1F phage, bacterial capsule biogenesis inhibitors (AID 488966). E. coli UTI89 K1F phage lysis, alamar blue, 2 h; higher % means a stronger effect. one-dose inhibition, % at 100 µM; IC50 in µM for titrated hits. 340,000 compounds, 0.02% hits;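 active = phage lysis inhibition, versus mean bacterial control, above a set limit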;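 also: capsule biogenesis inhibitors block K1F phage lysis so surviving cells raise fluorescence; higher fluorescence means more inhibition of phage lysis; actives were called in the ten point dose series up to 300 µM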
M1AAP inhibition: P. falciparum M1AAP inhibitors, biochemical, fluorogenic H-Leu-NHMec substrate, 1536-well (AID 1445); recombinant M1AAP, H-Leu-NHMec fluorogenic kinetic assay; higher % means a stronger effect; one-dose inhibition, % at 30 µM; IC50 in µM for titrated hits; 220,000 compounds, 0.42% hits;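 active = primary inhibition above the hit cutoff, then over 50% inhibition at one or more dose response concentrations, cut at about 23% in these data, passing the limit was not always enough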;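 also: plate controls were DMSO full reaction for no effect and no enzyme background for full effect; strong numbers were not always called active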
Insulin prom up: MIN6 insulin promoter up-regulation. MIN6 insulin promoter-GFP reporter, high-content imaging; active compounds read high. z-score at 5 µM. 190,000 compounds, 0.3% hits. AID 1625;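 active = z-score above 3 at 5 µM with at least 500 cells counted in the well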
MT stabilizer: microtubule stabilization, imaging screen | % tubulin-high responders, % at 10 µM | 200,000 compounds, 0.83% hits | AID 2205 | HeLa tubulin immunostaining HCS, 24 h; share of cells brighter than vehicle mean+2SD;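 active = plate Z-score above 3 for both tubulin-high and condensed-nucleus cell shares, with cell loss under 80%, at 10 µM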;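 also: anti alpha tubulin signal scored within the nucleus-defined area of each cell; some results filed as inactive read as strong as hits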
b-catenin transl: alters nuclear translocation of beta-catenin in HeLa cells | immunofluorescence imaging | nuclear translocation activity, % at 5 µM | 190,000 compounds, 0.3% hits;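 active = nuclear translocation activity above 50% at 5 µM, with a well cell count of 50 or more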;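 also: per-cell ratio of nuclear to cytoplasmic median beta-catenin stain intensity; plate controls were DMSO negative control for no effect and GSK-3 inhibitor IX positive control for full effect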
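assay system = human HeLa cells, endogenous beta-catenin | times = compound treatment 24 h, 37°C, 5% CO2 | detection = Anti-beta-catenin immunofluorescence on PFA-fixed, Triton-permeabilized cells, DAPI nuclei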
ER stress rescue: protection against thapsigargin-triggered cell killing – 384-well, CSM14.1, ATP luminescence, primary screen (AID 1222); CSM14.1 thapsigargin-induced death rescue, ATP luminescence; higher % means a stronger effect; 190,000 tested, under 10 active; cellular ATP content (survival), % at 20 µM, or EC50 in µM where a hit was titrated;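 active = EC50 below 50 µM in the dose-response confirmation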;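 also: death triggered by thapsigargin at about 15 µM added after 2 h compound pretreatment; cell ATP read after overnight thapsigargin exposure of roughly 18 to 22 hours; normalized against plate controls of thapsigargin alone and 5% DMSO vehicle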
Autophagy HCS: autophagy modulation, high-content screen; MEF GFP-LC3 puncta imaging; test concentration mostly 10 µM; calls only at 10 µM (by protocol); 190,000 compounds, 0.98% hits; AID 463193;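 active = percentage of spot-positive cells more than 3 SD above its plate mean, without a fluorescence outlier flag or 80% toxicity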;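 also: spot-positive cell cutoff set from DMSO-treated cells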
Dynein cargo inh: blocks dynein driven cargo transport along microtubules. AID 1381. 3617.4 mouse cells, GR-EGFP nuclear translocation imaging; test concentration mostly 20 µM; stimulated with dexamethasone, 1 µM; active compounds read low. 220,000 compounds, 0.47% hits. z-score, hits read low;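 active = plate z-score of nuclear minus cytoplasmic receptor signal below a set negative limit, without overly bright fluorescence or cell loss, cut at about -3.5 in these data, passing the limit was not always enough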;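 also: z-score of nuclear minus cytoplasmic ring GR-EGFP intensity difference per well; some compounds called inactive have numbers as strong as hits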
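Also added – dexamethasone, 1.0 µM final · Buffer or medium – tet-free, stripped-serum medium · Schedule – induction 48 h, compound 1 h, agonist 30 min · Detection – formaldehyde fixation, Hoechst nuclear stain, 10x automated fluorescence imaging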
Dynein cargo inh cytoplasmic EGFP: second read-out of Dynein cargo inh, no call of its own (marks repeat the call); z-score; measured here: cytoplasmic GR-EGFP intensity; active compounds read high
Dynein cargo inh nuclear GR-EGFP: second read-out of Dynein cargo inh, no call of its own (marks repeat the call); z-score; measured here: nuclear GR-EGFP intensity;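 lower value marks the stronger effect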
Dynein cargo inh cell count: also measured in Dynein cargo inh; calls as there; z-score; measured here: cell count per field
Insulin prom up cell count: further read-out of Insulin prom up, marked with its call; cell count; measured here: cytotoxicity, nuclei count;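 total cells summed across four imaged fields per well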
b-catenin transl cell count 5 µM: also measured in b-catenin transl; calls as there; cell count; measured here: cell count, cytotoxicity flag
MT stabilizer Hoechst-high %: also measured in MT stabilizer; calls as there; % Hoechst-high responders; measured here: nuclear condensation Hoechst responders;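 share of cells brighter than vehicle mean plus two SD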
MT stabilizer cytotoxicity %: second read-out of MT stabilizer, no call of its own (marks repeat the call); toxicity, %; measured here: cytotoxicity by cell density;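 0% = mean cell density of plate MIN control wells and 100% = no cells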
Autophagy HCS cell loss 18 h: recorded beside Autophagy HCS, whose call it bears; toxicity, %; measured here: cell loss, nuclei count;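 cell loss after 18 h compound exposure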
* hit, by the source's call.

Screening CN(C)c1cccc(C(=O)NCc2ccc(Cl)cc2)c1 returned M17LAP inhibition -3%, K1F lysis inhibition 0.5%, M1AAP inhibition 4%, Insulin prom up -1.5, MT stabilizer 1.4, b-catenin transl -1.5, ER stress rescue 0.5%, Autophagy HCS inactive, Dynein cargo inh 1.5, Dynein cargo inh cytoplasmic EGFP -0.15, Dynein cargo inh nuclear GR-EGFP 0.3, Dynein cargo inh cell count -2.1, Insulin prom up cell count 1267, b-catenin transl cell count 5 µM 1065, MT stabilizer Hoechst-high % 1.8, MT stabilizer cytotoxicity % 12 and Autophagy HCS cell loss 18 h -2.
`CC1(C)CC(=O)C(=Cc2cn(CCC#N)nc2-c2ccc(F)cc2)C(=O)C1` gave M17LAP inhibition 28%, K1F lysis inhibition 0.2%, M1AAP inhibition 4%, Insulin prom up -0.15, MT stabilizer 3.4, b-catenin transl -0.3, ER stress rescue -1.3%, Autophagy HCS inactive, Dynein cargo inh -0.43, Dynein cargo inh cytoplasmic EGFP -0.24, Dynein cargo inh nuclear GR-EGFP 0.68, Dynein cargo inh cell count -0.56, Insulin prom up cell count 2153, b-catenin transl cell count 5 µM 956, MT stabilizer Hoechst-high % 3.0, MT stabilizer cytotoxicity % 9.1 and Autophagy HCS cell loss 18 h 24.
`Cc1cc2c(=O)n(NC(N)=O)c(C)nc2s1` gave M17LAP inhibition -6%, K1F lysis inhibition 0.7%, M1AAP inhibition 3%, Insulin prom up 0.13, MT stabilizer 4.3, b-catenin transl -0.9, ER stress rescue -0.3%, Autophagy HCS inactive, Dynein cargo inh 1.3, Dynein cargo inh cytoplasmic EGFP -0.22, Dynein cargo inh nuclear GR-EGFP 0.38, Dynein cargo inh cell count 0.14, Insulin prom up cell count 1143, b-catenin transl cell count 5 µM 844, MT stabilizer Hoechst-high % 3.1, MT stabilizer cytotoxicity % 6.1 and Autophagy HCS cell loss 18 h 0.
`O=C(Nc1ccc(N2CCOCC2)c([N+](=O)[O-])c1)c1ccco1` gave M17LAP inhibition -12%, K1F lysis inhibition -2.4%, M1AAP inhibition -7%, Insulin prom up -0.37, MT stabilizer 6.5, b-catenin transl 0.7, ER stress rescue -1.1%, Autophagy HCS inactive, Dynein cargo inh 1.3, Dynein cargo inh cytoplasmic EGFP -0.31, Dynein cargo inh nuclear GR-EGFP 1.4, Dynein cargo inh cell count -0.77, Insulin prom up cell count 1578, b-catenin transl cell count 5 µM 1021, MT stabilizer Hoechst-high % 3.0, MT stabilizer cytotoxicity % 4.6 and Autophagy HCS cell loss 18 h 8.
For COCc1nnc(NC(=O)c2ccc(NC(C)=O)cc2)s1 the results were M17LAP inhibition 14%, K1F lysis inhibition 0.2%, M1AAP inhibition 9%, Insulin prom up 0.01, MT stabilizer 3.3, b-catenin transl -2.0, ER stress rescue 0.9%, Autophagy HCS inactive, Dynein cargo inh -0.4, Dynein cargo inh cytoplasmic EGFP -0.2, Dynein cargo inh nuclear GR-EGFP -0.44, Dynein cargo inh cell count -2.1, Insulin prom up cell count 1215, b-catenin transl cell count 5 µM 1228, MT stabilizer Hoechst-high % 2.5, MT stabilizer cytotoxicity % 2.2 and Autophagy HCS cell loss 18 h -10.
C=CCN(c1ccccc1Cl)S(=O)(=O)c1cccc(C(=O)OCC(=O)N(C)C2CCS(=O)(=O)C2)c1 (stereo unspecified) was read as M17LAP inhibition 2%, K1F lysis inhibition -1.0%, M1AAP inhibition 0%, MT stabilizer 1.7, b-catenin transl -2.1, ER stress rescue -1.8%, Autophagy HCS inactive, Dynein cargo inh 0.38, Dynein cargo inh cytoplasmic EGFP -0.15, Dynein cargo inh nuclear GR-EGFP 0.87, Dynein cargo inh cell count -1.4, b-catenin transl cell count 5 µM 1063, MT stabilizer Hoechst-high % 1.4, MT stabilizer cytotoxicity % 4.2 and Autophagy HCS cell loss 18 h 6.
Screening O=C(N/N=C\c1ccc(O)c([N+](=O)[O-])c1)C1COc2ccccc2O1 (stereo unspecified) returned M17LAP inhibition 37%, K1F lysis inhibition -0.1%, M1AAP inhibition 22%, Insulin prom up 1.1, b-catenin transl -1.2, Dynein cargo inh -0.12, Dynein cargo inh cytoplasmic EGFP 0.12, Dynein cargo inh nuclear GR-EGFP -0.092, Dynein cargo inh cell count -0.43, Insulin prom up cell count 1405 and b-catenin transl cell count 5 µM 1411.
`Cc1ccc(CN2C(=O)CCC2C(=O)N2CCN(c3ccc(F)cc3)CC2)cc1` (stereo unspecified) gave M17LAP inhibition 7%, K1F lysis inhibition 1.7%, M1AAP inhibition 0%, Insulin prom up -0.91, MT stabilizer 2.9, b-catenin transl 1.4, ER stress rescue 0.0%, Autophagy HCS inactive, Dynein cargo inh -0.23, Dynein cargo inh cytoplasmic EGFP -0.35, Dynein cargo inh nuclear GR-EGFP -0.52, Dynein cargo inh cell count 0.57, Insulin prom up cell count 1618, b-catenin transl cell count 5 µM 1262, MT stabilizer Hoechst-high % 0.8, MT stabilizer cytotoxicity % 4.2 and Autophagy HCS cell loss 18 h 10.
Screening COc1ccc(NC(=O)Cc2c[nH]c3ccccc23)cc1S(=O)(=O)N1CCCCC1 returned M17LAP inhibition -10%, K1F lysis inhibition -0.2%, M1AAP inhibition 11%, Insulin prom up -0.4, MT stabilizer 3.1, b-catenin transl -1.8, ER stress rescue -0.9%, Autophagy HCS inactive, Dynein cargo inh -0.23, Dynein cargo inh cytoplasmic EGFP -0.31, Dynein cargo inh nuclear GR-EGFP -0.5, Dynein cargo inh cell count 0.78, Insulin prom up cell count 1326, b-catenin transl cell count 5 µM 523, MT stabilizer Hoechst-high % 2.7, MT stabilizer cytotoxicity % 7.2 and Autophagy HCS cell loss 18 h 2.
COc1ccc(N(Cc2ccccc2)C(=O)CSc2nnc(Cn3nnc4ccccc43)o2)cc1 was read as M17LAP inhibition 11%, K1F lysis inhibition -0.9%, M1AAP inhibition 0%, Insulin prom up -0.2, MT stabilizer 2.5, b-catenin transl -1.3, ER stress rescue 5.2%, Autophagy HCS inactive, Dynein cargo inh 0.41, Dynein cargo inh cytoplasmic EGFP -0.28, Dynein cargo inh nuclear GR-EGFP 0.53, Dynein cargo inh cell count 0.29, Insulin prom up cell count 985, b-catenin transl cell count 5 µM 1115, MT stabilizer Hoechst-high % 1.5, MT stabilizer cytotoxicity % 3.5 and Autophagy HCS cell loss 18 h 3.
For O=C(CN1C(=O)C2(OCCO2)c2ccccc21)c1ccc(Cl)cc1 the results were M17LAP inhibition -1%, K1F lysis inhibition 0.0%, M1AAP inhibition 9%, Insulin prom up 0.16, MT stabilizer 3.9, b-catenin transl 0.3, ER stress rescue -3.1%, Autophagy HCS inactive, Dynein cargo inh 0.31, Dynein cargo inh cytoplasmic EGFP -0.25, Dynein cargo inh nuclear GR-EGFP 0.65, Dynein cargo inh cell count 1.2, Insulin prom up cell count 1127, b-catenin transl cell count 5 µM 940, MT stabilizer Hoechst-high % 1.6, MT stabilizer cytotoxicity % 4.4 and Autophagy HCS cell loss 18 h 3.
Cn1cccc1/C=N/NC(=O)c1ccco1 was read as M17LAP inhibition 21%, K1F lysis inhibition -1.7%, M1AAP inhibition 7%, Insulin prom up 0.24, MT stabilizer 1.9, b-catenin transl -1.0, ER stress rescue -1.3%, Autophagy HCS inactive, Dynein cargo inh -0.032, Dynein cargo inh cytoplasmic EGFP -0.18, Dynein cargo inh nuclear GR-EGFP 0.14, Dynein cargo inh cell count 0.55, Insulin prom up cell count 1372, b-catenin transl cell count 5 µM 1162, MT stabilizer Hoechst-high % 1.6, MT stabilizer cytotoxicity % 6.6 and Autophagy HCS cell loss 18 h 4.
CC(=O)N1CCN(CC(=O)O)CC1 was read as M17LAP inhibition 5%, M1AAP inhibition 7%, Insulin prom up 1.3, MT stabilizer 0.9, b-catenin transl -0.8, ER stress rescue -1.1%, Autophagy HCS inactive, Dynein cargo inh -0.25, Dynein cargo inh cytoplasmic EGFP -0.24, Dynein cargo inh nuclear GR-EGFP -0.3, Dynein cargo inh cell count 0.83, Insulin prom up cell count 1067, b-catenin transl cell count 5 µM 1068, MT stabilizer Hoechst-high % 2.1, MT stabilizer cytotoxicity % 4.5 and Autophagy HCS cell loss 18 h 3.
O=C(Cc1c[nH]c2ccccc12)N/N=C/c1ccc(F)cc1 was read as M17LAP inhibition 11%, K1F lysis inhibition 0.0%, M1AAP inhibition 5%, Insulin prom up -0.14, MT stabilizer 2.8, b-catenin transl 0.0, ER stress rescue -2.6%, Autophagy HCS inactive, Dynein cargo inh -0.32, Dynein cargo inh cytoplasmic EGFP -0.25, Dynein cargo inh nuclear GR-EGFP -0.25, Dynein cargo inh cell count 0.8, Insulin prom up cell count 1517, b-catenin transl cell count 5 µM 1134, MT stabilizer Hoechst-high % 1.9, MT stabilizer cytotoxicity % 4.8 and Autophagy HCS cell loss 18 h 17.
Cc1cccnc1-n1c(CCN2C(=O)c3ccccc3C2=O)nc2ccccc2c1=O was read as M17LAP inhibition -19%, K1F lysis inhibition 0.6%, M1AAP inhibition 1%, Insulin prom up -0.99, MT stabilizer 2.0, b-catenin transl 3.5, ER stress rescue -2.3%, Autophagy HCS inactive, Dynein cargo inh -0.97, Dynein cargo inh cytoplasmic EGFP -0.16, Dynein cargo inh nuclear GR-EGFP -0.3, Dynein cargo inh cell count 0.066, Insulin prom up cell count 908, b-catenin transl cell count 5 µM 654, MT stabilizer Hoechst-high % 1.6, MT stabilizer cytotoxicity % 3.3 and Autophagy HCS cell loss 18 h 3.
For COc1ccc2[nH]c(=O)c(CN(CCN3CCCC3)C(=O)Nc3ccccc3Cl)cc2c1 the results were M17LAP inhibition -10%, K1F lysis inhibition 0.2%, M1AAP inhibition 12%, Insulin prom up -0.92, b-catenin transl -8.4, ER stress rescue -0.8%, Insulin prom up cell count 964 and b-catenin transl cell count 5 µM 958.
